# hK5 inh = kallikrein 5 (human) inhibition | Q9Y337 | recombinant hK5, fluorogenic AMC substrate cleavage | inhibition, % at 5 µM | actives 0.59% (n = 210,000) | AID 873;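 active means inhibition of 40% or more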;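 further: 0% = enzyme controls without compound and 100% = no-enzyme blanks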
# p97 inhibitor = inhibitors of human p97 ATPase; P55072; recombinant p97 ATPase, Kinase-Glo ATP luminescence, 3 h; inhibition, % at 8 µM; actives 0.42% (n = 220,000); AID 1481; in the data active means inhibition above about 15%;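 further: 0% = DMSO vehicle and 100% = wells lacking enzyme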
# eIF4E 4G PPI = eIF4E/eIF4G interaction inhibition in translation initiation; P63073+Q04637; inhibition, % at 21.7 µM; TR-FRET eIF4E-eIF4GI(517-606) binding, 2 h; actives 0.37% (n = 220,000);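 active means inhibition above about 30%, limit read from the data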;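 further: 0% = full FRET control wells and 100% = background wells lacking eIF4GI fragment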
# 14-3-3 Bad PPI = disrupts binding of bovine 14-3-3 zeta to phospho-Bad peptide | AID 781 | actives 0.71% (n = 220,000) | inhibition, % at 21.7 µM | TR-FRET 14-3-3zeta/Dy647-pBad peptide displacement, 1 h;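 active means inhibition above about 70%, limit read from the data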;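 further: 0% = full 14-3-3 plus peptide FRET controls and 100% = background without 14-3-3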
# Target sequence (P63103 whole entry, looked up): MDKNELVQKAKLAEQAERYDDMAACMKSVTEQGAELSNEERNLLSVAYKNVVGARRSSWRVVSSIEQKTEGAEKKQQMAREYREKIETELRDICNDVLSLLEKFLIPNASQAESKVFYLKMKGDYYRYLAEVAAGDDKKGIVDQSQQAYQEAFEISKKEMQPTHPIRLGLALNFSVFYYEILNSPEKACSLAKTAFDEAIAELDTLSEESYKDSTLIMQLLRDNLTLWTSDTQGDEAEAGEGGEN
# FXIIa inh 1536 = factor XIIa (human) inhibition. purified FXIIa, Boc-QGR-AMC fluorogenic substrate, 2 h. P00748. inhibition, % at 5 µM. AID 800. actives 0.3% (n = 220,000); in the data active means inhibition above about 40%;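 further: 0% = enzyme with no compound and 100% = blank without enzyme; many of its hits are not listed in these tables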
# Rad51 HR inh = Rad51 (human) homologous recombination inhibition; Q06609; hRad51 DNA strand exchange, fluorescence dequenching; inhibition, % at 10 µM; actives 0.085% (n = 200,000);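 active means inhibition above 40% at the single screening dose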;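 further: 0% = DMSO control wells and 100% = blanks with heterologous ssDNA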
#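 Material: human Rad51–ssDNA filaments; Probe or stimulus: labelled 47-mer dsDNA for strand exchange; Doses: single 10 µM dose; Incubation: 37 °C 15-min filament assembly, 30-min compound preincubation, 15-min exchange; Technique: FRET fluorescence dequenching, excitation 485 nm, emission 520 nm; Measure: Fluorescence-based percent inhibition, control- and blank-normalised; Benchmarks: plate control and blank wells.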
# Wee1 degr inh = blocks degradation of human Wee1 kinase; P30291; HeLa Luc-Wee1K328M stability, luciferase luminescence; 100% = proteasome inhibitor MG132 effect; reporter increase, % at 5 µM; actives 1.2% (n = 220,000); AID 1321;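 active means activation above the mean of all tested compounds plus 3 SD, set per screening run, cut at about 8.8% in these data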;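 further: cells exposed to compound for 20 h before luminescence read; 0% = DMSO alone and 100% = MG132 at 30 µM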
# Target sequence (P30291 whole entry K328M): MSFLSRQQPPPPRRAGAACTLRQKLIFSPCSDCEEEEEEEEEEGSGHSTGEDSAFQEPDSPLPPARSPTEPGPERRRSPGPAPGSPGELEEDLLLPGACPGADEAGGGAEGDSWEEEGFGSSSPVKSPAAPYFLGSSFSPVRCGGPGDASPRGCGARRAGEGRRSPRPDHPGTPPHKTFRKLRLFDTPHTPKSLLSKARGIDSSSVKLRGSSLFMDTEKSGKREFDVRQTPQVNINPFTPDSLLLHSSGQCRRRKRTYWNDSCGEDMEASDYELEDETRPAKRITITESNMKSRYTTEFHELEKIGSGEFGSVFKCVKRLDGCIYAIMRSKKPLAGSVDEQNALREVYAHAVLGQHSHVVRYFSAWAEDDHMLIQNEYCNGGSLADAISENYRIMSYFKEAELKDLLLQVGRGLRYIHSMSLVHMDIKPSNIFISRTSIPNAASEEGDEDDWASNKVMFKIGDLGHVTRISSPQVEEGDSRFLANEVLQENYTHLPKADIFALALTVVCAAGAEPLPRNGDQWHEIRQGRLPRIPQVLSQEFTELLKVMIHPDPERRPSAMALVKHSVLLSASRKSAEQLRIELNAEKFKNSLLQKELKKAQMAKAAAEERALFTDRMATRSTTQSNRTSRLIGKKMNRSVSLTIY
# Mdm2 ligase inh = Mdm2 E3 ligase (human) inhibition | Q00987 | cell-based MDM2 ubiquitination luciferase reporter, 2 h; 0 = plate control, 100 = twice control, blank-subtracted | signal enhancement, % at 5 µM | actives 0.11% (n = 210,000) | AID 1230;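 active means signal enhancement of 30% or more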;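 further: luminescence tracks abundance of the self-degrading MDM2-luciferase fusion protein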
#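 Timing – 2 h compound exposure at 37 °C · Assay system – mammalian cells stably expressing self-ubiquitinating, self-degrading MDM2 E3–luciferase fusion · Amount – 2000 cells seeded into each well · Measure – % luminescence enhancement versus blank-corrected plate control mean · Measured by – SteadyLite luminescence, 15 min reagent step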
# FXIa inh = inhibitors of human coagulation factor XIa; P03951; purified FXIa, Boc-Glu-Ala-Arg-AMC fluorogenic substrate; inhibition, % at 5 µM; actives 0.14% (n = 220,000); AID 798;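 active means inhibition of at least 40%; inactive means inhibition below 40%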;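 further: fluorescence of freed AMC excited at 355 nm; 0% = enzyme without compound and 100% = no enzyme blank; many of its hits are not listed in these tables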
# * hit, by the source's call; x = no result given; [ ] = remark or other dose. Compounds as they come; any-hit rate near 3.5%.
# Sample of the layout (six entries):
SMILES,hK5 inh,p97 inhibitor,eIF4E 4G PPI,14-3-3 Bad PPI,FXIIa inh 1536,Rad51 HR inh,Wee1 degr inh,Mdm2 ligase inh,FXIa inh
CCOC(=O)C1CCCN(Cc2nc(C3CC3)no2)C1 (stereo not drawn),1,6,0,-2,4,x,0,-10,5
CCCC(=O)Nc1nnc(-c2ccc3c(c2)OCO3)s1,0,5,2,2,4,0,-1,-5,1
O=C(NCc1ccccc1)C1CCCN(c2nc3ccsc3c(=O)s2)C1 (stereo not drawn),3,3,-2,0,9,3,3,-2,-3
CC1CN(c2ccc([N+](=O)[O-])nc2)CC(C)O1 (stereo not drawn),-7,4,2,-4,-6,5,0,-8,-1
COCCNC(=S)NNc1ccccc1[N+](=O)[O-],1,6,-3,-15,6,29,-2,-22,5
CC(CC1CC(C)(C)OC1=O)C(=O)Nc1nncs1 (stereo not drawn),-8,-3,-10,-2,10,-1,1,-8,5

# The whole of this part, from the first entry:
SMILES,hK5 inh,p97 inhibitor,eIF4E 4G PPI,14-3-3 Bad PPI,FXIIa inh 1536,Rad51 HR inh,Wee1 degr inh,Mdm2 ligase inh,FXIa inh
CCOC(=O)C1CCCN(Cc2nc(C3CC3)no2)C1 (stereo not drawn),1,6,0,-2,4,x,0,-10,5
CCCC(=O)Nc1nnc(-c2ccc3c(c2)OCO3)s1,0,5,2,2,4,0,-1,-5,1
O=C(NCc1ccccc1)C1CCCN(c2nc3ccsc3c(=O)s2)C1 (stereo not drawn),3,3,-2,0,9,3,3,-2,-3
CC1CN(c2ccc([N+](=O)[O-])nc2)CC(C)O1 (stereo not drawn),-7,4,2,-4,-6,5,0,-8,-1
COCCNC(=S)NNc1ccccc1[N+](=O)[O-],1,6,-3,-15,6,29,-2,-22,5
CC(CC1CC(C)(C)OC1=O)C(=O)Nc1nncs1 (stereo not drawn),-8,-3,-10,-2,10,-1,1,-8,5
Cc1cc(C)n(-c2nc(C)nc3c2cnn3-c2ccccc2)n1,22,6,1,-5,28,x,0,-26,5
Fc1cccc(Cl)c1CSc1ccc(-c2ccco2)nn1,-6,2,2,-15,3,7,1,-7,-3
CC(C)(C)C1=NN(C(=O)c2ccccc2)C(O)(C(C)(C)C)C1 (stereo not drawn),-3,0,5,4[fluorescence artefact?],1,-6,-1,-9,-8
CCOC(=O)C[N+]1(C)CCN(C(C)=O)CC1,-3,1,3,-16,4,4,-2,-14,-2
COCCn1c(SCC(=O)N2CCc3ccccc32)nc2c(c1=O)SC(C)C2 (stereo not drawn),0,x,-20,-5,6,-3,x,-9,2
Cc1ccc(-c2nnc(SC(C)C#N)n2N)cc1 (stereo not drawn),-17,-3,-2,7,0,-2,1,-10,-5
Cc1ccccc1OCC(=O)N/N=C/c1ccncc1,-13,3,16,-2[fluorescence artefact?],8,4,6,5,3
Cc1cc(NC(=O)c2cc(Cl)ccc2Cl)no1,3,3,10,0,15,2,-2,-1,9
Cc1ccc(CC2C(=O)N(c3ncccn3)C(=O)C2C)cc1 (stereo not drawn),-2,10,-1,6[fluorescence artefact?],7,1,-2,5,-2
Cc1ccccc1C1NC(=S)NC2=C1C(=O)CCC2 (stereo not drawn),-8,2,-3,-10,0,-40,3,-7,-6
CCC(=O)Nc1ccc(C(=O)Cn2ncc(Cl)c(Cl)c2=O)cc1,-1,10,10,24,-1,x,3,-4,-1
O=C(O)c1cnn2c(C(F)F)cc(C3CC3)nc12,-25,3,3,-6,8,3,-2,-2,1
Fc1ccccc1Cn1nnc2c(NCc3ccccn3)ncnc21,-9,0,5[fluorescence artefact?],10[fluorescence artefact?],9,2,4,-5,3
Nc1cnc(Nc2ccc(Br)cc2)nc1N,0,7,5,-7,6,-11,5,-10,-9
O=C(Nc1ccc(-c2ccc3nncn3n2)cc1)c1ccc(Br)o1,-2,4,-2,10,2,10,0,-5,2
CCn1c(SCC(=O)N/N=C/c2ccccc2OCC(=O)O)nnc1-c1ccc(C)cc1,5,2,0,3,10,x,-2,-12,4
COc1ccccc1-n1c(SCC(=O)Nc2nnc(C)s2)nc2c(c1=O)SCC2,-9,2,2,-19[fluorescence artefact?],8,-1,2,x,-4
NC(=O)/C(=C\c1ccccc1)NC(=O)/C=C/c1ccccc1,13,3,17,-9,10,6,-1,11,5
CC1=C(C(=O)Nc2cccc(C)c2C)C(c2cccs2)NC(=S)N1 (stereo not drawn),3,5,-3,9[fluorescence artefact?],8,-5,0,-8,1
CCOC(=O)C(C(=O)OCC)C1CCS(=O)(=O)C1 (stereo not drawn),-9,2,-4,0[fluorescence artefact?],16,-3,1,x,7
O=C(Nc1cccc(Cl)c1)NC1CC2CCC(C1)N2Cc1cccs1 (stereo not drawn),3,4,-1,-12,9,-1,0,1,-2
CC1CC(C)(C)CC2(C1)NC(=O)N(CC(=O)NCC(c1ccco1)N1CCCCC1)C2=O (stereo not drawn),6,4,1,4,10,-1,3,11,5
CC(C)C(C)NC(=O)CN1C(=O)NC2(CCCCCC2)C1=O (stereo not drawn),0,3,1,-3,14,-192,-1,-14,1
Cc1cc2nc(-c3ccc(SCc4ccccc4C#N)nc3)[nH]c2cc1C,-7,2,-17,-4,19,-12,-2,-6,2
CCCNC(=O)c1c(N)n(-c2ccc(S(N)(=O)=O)cc2)c2nc3ccccc3nc12,-7,0,-2,25[fluorescence artefact?],-5,x,0,-4,-13
COc1ccccc1NC(=O)C1=C(C)NC(=O)NC1c1ccc(C)cc1 (stereo not drawn),0,2,-5[fluorescence artefact?],12[fluorescence artefact?],4,-9,-3,-2,-3
Cn1nc(C(=O)NNC(=O)COc2ccccc2)c2ccccc2c1=O,-16,4,2,-11,4,-2,1,-1,5
O=C(C1CC1)N1CCN=C1SCc1cccc(C(F)(F)F)c1,0,1,4,8,10,5,2,12,-4
COc1ccc(CCNC(=O)CSc2ccc(-c3cccs3)nn2)cc1,-1,3,-2,-11,10,3,-2,1,3
CC(=O)Oc1ccc(S(=O)(=O)c2ccc(OC(C)=O)cc2)cc1,-6,10,4,-6,5,25,-2,3,-3
Cc1nc(-c2cn[nH]c2)c2cc(C)oc2n1,-15,7,4,-12,-4,5,-1,-12,-10
N#CC1=C(SCC(=O)c2ccc(Cl)cc2)NC2=C(C(=O)CCC2)C1c1ccco1 (stereo not drawn),7,x,-4,1,10,4,x,-15,0
Cn1cc(C(=O)NC2CCCCC2)c(=O)c2cc(S(=O)(=O)N3CCCC3)ccc21,1,-2,9,9,10,0,2,-16,0
O=C(CCS(=O)(=O)Cc1ccc(Cl)cc1)NCCc1ccccc1,-18,3,-1,-14,-7,33,0,-7,-3
CCCCN(CCCC)C(=O)CCS(=O)(=O)c1ccc2c(c1)n(C)c(=O)c(=O)n2C,4,4,12,-1[fluorescence artefact?],2,7,-1,-17,-8
CCO[C@H]1OC(C(N)=O)=C[C@@H](c2ccccc2)[C@@H]1CCCO,3,1,2,-3,6,-2,0,x,2
COc1c(C)cc(Br)cc1C(=O)Nc1ccc(C)cc1[N+](=O)[O-],-3,3,4,-3[fluorescence artefact?],4,1,1,-22,-6
O=C(CCS(=O)(=O)c1ccc(Br)s1)NCc1cccs1,9,8,-1,-4,-3,2,4,4,-2
CN(C)CCCN1C(=O)C(O)=C(C(=O)c2cc3ccccc3o2)C1c1ccccc1 (stereo not drawn),5,-5,2,-9,9,x,0,-11,-3
O=C(CCn1cccc1)NCc1ccc(Cl)cc1,0,3,4[fluorescence artefact?],9[fluorescence artefact?],-3,1,1,-15,4
COc1ccc(CCn2c(N)c(C(=O)NCc3ccco3)c3nc4ccccc4nc32)cc1,-17,16*,-7,-5[fluorescence artefact?],3,x,5,-3,5
Cc1nc2c(C)cccc2c2c1CCN2c1ccccc1F,5,5,0,0,0,8,-1,-1,1
CCOC(=O)CN(C(=O)CNC(=O)c1ccco1)C(C(=O)NC1CCCCC1)c1cccc(OC)c1 (stereo not drawn),-8,x,3,-10[fluorescence artefact?],7,13,x,6,8
CCCCC(=O)Nc1ccc(C(=O)Nc2ccc3c(c2)OCO3)cc1,-10,2,3,-4,9,-2,3,-12,-1

# Additional entries follow:
SMILES,hK5 inh,p97 inhibitor,eIF4E 4G PPI,14-3-3 Bad PPI,FXIIa inh 1536,Rad51 HR inh,Wee1 degr inh,Mdm2 ligase inh,FXIa inh
CC(=O)C12C3C4C(C5C1C3C5(Br)C41OCCO1)C21OCCO1 (stereo not drawn),-3,-8,-20[fluorescence artefact?],5,6,-3,0,-6,-9
COC(=O)CSc1nc2ncc(Cl)cc2[nH]1,-18,1,9[fluorescence artefact?],4,11,-9,3,-19,-6
Cc1cccc(Nc2nnc(SCc3cc(=O)n4cc(C)ccc4n3)s2)c1,-3,-2,-8,20,10,14,3,-15,4
Cc1ccc(NCN2C(=O)C3CC=C(Cl)CC3C2=O)cc1 (stereo not drawn),-17,-5,0[fluorescence artefact?],-16[fluorescence artefact?],19,3,0,0,6
O=C(O)C1C2C=CC(C2)C1C(=O)OC1CC2CCC1C2 (stereo not drawn),-6,-6,4,-6,8,-6,-4,-8,-3
CC1(C)CC(=O)C2=C(C1)N1C(=C(C#N)C2c2ccccc2Cl)N=C(N)c2ccccc21 (stereo not drawn),-11,5,0,-11,8,-7,2,x,6
N#Cc1c(N)nc2c(c1-c1ccccc1)CCC2,-9,5,5,-12,0,-89,1,-15,-5
O=C(Nc1ccc(-c2cc3ccccc3oc2=O)c(Cl)c1)c1cccnc1,-15,-3,-11,59,22,-2,2,14,1
O=C(COC(=O)c1cccc2ccccc12)NCC1CCCO1 (stereo not drawn),4,-2,1,0,6,-6,-1,-8,-2
CCOC(=O)c1cnc(COc2ccccc2Cl)[nH]c1=O,1,3,-2,-4,4,x,-4,-2,-1
CCCC[C@@H]1CNC(=O)C(=O)N1CC(C)(C)C,2,x,-4,-4,5,4,x,-6,2
CCc1ccc(N2CSC3=C(C#N)C(c4cccs4)CC(=O)N3C2)cc1 (stereo not drawn),-16,7,0,21[fluorescence artefact?],8,4,0,7,2
N/N=C/C(=N\Nc1ccc(Cl)cc1)C(=O)c1ccncc1,0,2,4,10,14,15,1,x,1
CC(=O)NC(CCS(C)(=O)=O)C(=O)Nc1ccc(C)c(F)c1 (stereo not drawn),7,5,7,1,5,0,-2,-10,-9
Cc1ccc([N+](=O)[O-])cc1NCC(=O)NN,-3,3,1,-2,9,-2,-1,0,-4
Cc1sc(NC(=O)c2ccccc2)c(C(=O)c2ccccc2)c1C,-9,-1,-6,6,-2,8,1,16,-1
CCN(CC)S(=O)(=O)c1cc(NC(=O)CN2C(=O)NC3(CCCc4ccccc43)C2=O)ccc1C (stereo not drawn),-16,2,3,6,2,12,0,-44,-3
Cc1cc(C)c(C)c(S(=O)(=O)NCC(=O)N2CCCC2)c1C,-9,-5,7,-4,-1,2,0,-10,-13
Cc1cccn2c(=O)c(/C=C(\C#N)C(=O)NCc3ccco3)c(N3CCCC(C)C3)nc12 (stereo not drawn),-7,2,1[fluorescence artefact?],4,0,-1,-4,-13,-4
CN1OCC(S(=O)(=O)c2ccccc2)C1c1ccccc1 (stereo not drawn),1,3,-2,-7,8,3,3,-2,6
COc1cc(-c2cc(C(=O)Nc3nc4ccccc4s3)c3ccccc3n2)cc(OC)c1OC,-3,-1,1,8,6,-29,-3,-7,3

# Source: PubChem BioAssay
